HT1080-NT tox = kills 2HG-producing HT-1080-NT fibrosarcoma cells; HT-1080-NT fibrosarcoma viability, CellTiter-Glo ATP luminescence, 48 h; Potency, µM (titrated, usually from 46.1 µM), without a hit: at the highest dose activity, negative = less viability, usual class: cytotoxic; 1.6% of 360,000 active;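 note: NT is the 2HG producing partner of a matched IDH1 knockdown line; potency is the fitted concentration of half-maximal effect; 0% = DMSO-treated cells and -100% = media-only wells without cells; nearly all actives have a fitted effect of over 55% in size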
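Viability of the 2HG-overproducing fibrosarcoma line after 48 hours of compound exposure at 37 degrees C was determined by luminescence with CellTiter-Glo, and concentration-effect curves were then fitted and categorized.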
HT1080 IDH1KD tx = HT-1080 IDH1 knockdown cell toxicity (counter line); HT-1080 IDH1 knockdown viability, ATP luminescence, 48 h; 2% of 360,000 active; Potency, µM (titrated, usually from 46.1 µM), without a hit: top-dose activity, negative = toxicity, usual class: cytotoxic;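 note: potency is the fitted concentration of half-maximal effect; 0% = DMSO wells and -100% = cell-free medium wells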
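Knockdown cells (IDH1KD HT-1080) received compounds 2 h after plating at 750 cells/well and were kept 48 h at 37 °C in 5% FBS RPMI. A CellTiter-Glo luminescence read gave % activity for curve fitting.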
SW480 rereplic = induces DNA re-replication in SW480 colon adenocarcinoma cells. 1.8% of 340,000 active. SW480 DNA re-replication, Hoechst DNA content imaging, 48 h. Potency, µM (doses to about 46.1 µM), without a hit: at the top dose re-replication activation, usual class: activators; note: potency is the fitted concentration of half-maximal effect; % of control where 0% means no effect; nearly all actives have a fitted effect of over 55% in size
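Quantitative HTS format with DMSO vehicle controls; 48 hr drug incubation at 37 C, then 40 min Hoechst staining and scanning imager measurement at 405 nm excitation.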
IL-1B inflam inh = inhibitors of inflammasome signaling (IL-1 beta secretion) | THP-1 LPS/ATP IL-1B secretion, AlphaLISA, 16 h; stronger effect = lower value | activity change, % at 57.5 µM | 4.7% of 360,000 active | AID 743279; in the data active = activity change below about -50%; inconclusive = mostly about -30% to -49%; note: % is set by controls: 0 for no effect and ±100 for the full control effect
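Secreted IL-1B measured by AlphaLISA bead assay after 16 h compound exposure of THP-1 cells; compounds (final up to 57.5 uM) added 1 h before LPS (250 ng/mL) and ATP (1.25 mM) stimulation; lower signal means less secretion.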
KB-V1 cytotox = KB-V1 MDR subline cytotoxicity; KB-V1 MDR cells viability, CellTiter-Glo, 72 h; Potency, µM (highest dose often 46.1 µM), for the others: top-dose activity change, negative = cytotoxicity, most hits filed as cytotoxic; 3.4% of 400,000 active; note: potency is the fitted concentration of half-maximal effect; % is set by controls: 0 for no effect and ±100 for the full control effect; nearly all actives have a fitted effect of over 60% in size
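Following 72 h at 37 degrees C with compound, KB-V1 cell viability was read by CellTiter-Glo luminescence, medium being phenol-red-free DMEM plus 10% FBS; concentration-response parameters came from normalized, curve-fitted qHTS data.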
ATXN2 expr inh = ATXN2 expression inhibition. HEK-293 ATXN2-luciferase reporter, luminescence, 24 h. Potency, µM (top dose mostly 57 µM), without a hit: at the top dose activity change, negative = inhibition, hits mostly inhibitors. 0.72% of 360,000 active. AID 1745845; note: potency is the fitted concentration of half-maximal effect; % is set by controls: 0 for no effect and ±100 for the full control effect; nearly all actives have a fitted effect of over 55% in size
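qHTS (up to 57 uM final) was run with 24 h compound exposure of reporter cells at 37 °C. Each well was multiplexed: SteadyGlo luminescence measured ATXN2-luciferase expression after a fluorogenic Gly-Phe-AFC viability readout (25 uM final).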
KB-3-1 cytotox = kills parental KB-3-1 adenocarcinoma cells; KB-3-1 viability, CellTiter-Glo ATP luminescence, 72 h; Potency, µM (highest dose often 46.1 µM), inactives show top-dose activity change, negative = cytotoxic, most hits filed as cytotoxic; 1.4% of 400,000 active; AID 1347075; note: potency is the fitted concentration of half-maximal effect; % is set by controls: 0 for no effect and ±100 for the full control effect; nearly all actives have a fitted effect of over 60% in size
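Cytotoxicity measured as CellTiter-Glo luminescence after 72 h at 37 C. Compound titrations were pinned onto drug-naive KB-3-1 parental adenocarcinoma cells grown in DMEM with 10% FBS, and normalized data fitted to concentration-response curves.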
MCF10A rerep = DNA re-replication induction in MCF 10a cells. 2.9% of 350,000 active. MCF 10A DNA re-replication, Hoechst nuclear intensity, 48 h. Potency, µM (top dose mostly 46.1 µM), for inactives: at the highest dose activity, positive = re-replication, actives largely listed as activators; note: potency is the fitted concentration of half-maximal effect; % of control where 0% means no effect; nearly all actives have a fitted effect of over 50% in size
WRN helicase inh = WRN helicase (human) inhibition. Potency, µM (top dose mostly 114 µM), for inactives: top-dose activity change, negative = inhibition, hits mostly inhibitors. WRN helicase unwinding, fluorescent forked duplex, kinetic. AID 651768. 0.46% of 360,000 active. Q14191; note: potency is the fitted concentration of half-maximal effect; % is set by controls: 0 for no effect and ±100 for the full control effect; nearly all actives have a fitted effect of over 55% in size
Target sequence (Q14191 whole entry, looked up): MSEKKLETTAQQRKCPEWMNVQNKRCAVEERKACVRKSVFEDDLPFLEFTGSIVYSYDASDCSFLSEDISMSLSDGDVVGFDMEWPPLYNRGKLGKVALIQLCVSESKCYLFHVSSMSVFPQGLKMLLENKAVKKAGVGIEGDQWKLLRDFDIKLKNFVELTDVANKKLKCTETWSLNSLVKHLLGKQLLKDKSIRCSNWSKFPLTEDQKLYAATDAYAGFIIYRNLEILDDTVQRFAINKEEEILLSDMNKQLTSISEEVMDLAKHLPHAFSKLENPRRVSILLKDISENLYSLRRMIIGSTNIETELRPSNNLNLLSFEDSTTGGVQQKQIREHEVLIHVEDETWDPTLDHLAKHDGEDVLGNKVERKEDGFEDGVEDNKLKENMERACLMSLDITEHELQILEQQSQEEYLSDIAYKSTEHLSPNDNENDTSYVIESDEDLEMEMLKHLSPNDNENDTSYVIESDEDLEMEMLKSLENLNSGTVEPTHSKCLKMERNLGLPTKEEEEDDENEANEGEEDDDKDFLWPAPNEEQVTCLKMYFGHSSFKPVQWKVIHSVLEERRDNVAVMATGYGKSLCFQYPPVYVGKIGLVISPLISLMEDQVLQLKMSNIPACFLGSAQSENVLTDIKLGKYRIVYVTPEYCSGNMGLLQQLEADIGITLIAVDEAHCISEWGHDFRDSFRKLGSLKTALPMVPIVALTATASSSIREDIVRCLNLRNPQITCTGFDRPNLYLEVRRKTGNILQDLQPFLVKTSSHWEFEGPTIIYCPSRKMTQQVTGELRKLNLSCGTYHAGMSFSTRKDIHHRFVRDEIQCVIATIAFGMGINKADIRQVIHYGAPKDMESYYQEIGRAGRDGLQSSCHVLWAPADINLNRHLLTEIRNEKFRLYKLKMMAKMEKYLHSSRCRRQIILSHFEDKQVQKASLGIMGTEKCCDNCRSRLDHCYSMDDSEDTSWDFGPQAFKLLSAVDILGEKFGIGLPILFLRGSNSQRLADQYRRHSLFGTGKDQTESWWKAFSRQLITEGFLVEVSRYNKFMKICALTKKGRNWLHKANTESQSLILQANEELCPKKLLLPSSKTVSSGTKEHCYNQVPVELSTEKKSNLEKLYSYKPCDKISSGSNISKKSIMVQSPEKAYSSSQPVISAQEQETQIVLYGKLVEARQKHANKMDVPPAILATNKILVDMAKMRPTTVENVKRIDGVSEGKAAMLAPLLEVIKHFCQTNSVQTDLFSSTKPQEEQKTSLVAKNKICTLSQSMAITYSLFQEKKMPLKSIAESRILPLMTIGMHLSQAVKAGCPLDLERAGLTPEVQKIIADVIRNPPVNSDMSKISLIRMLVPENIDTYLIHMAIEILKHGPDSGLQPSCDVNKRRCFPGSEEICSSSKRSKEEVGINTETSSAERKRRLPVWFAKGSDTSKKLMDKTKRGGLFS
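Enzyme (20 nM final) and test compound sit together 15 min at room temperature before substrate addition. Substrate is a single-forked duplex oligonucleotide (100 nM) labelled with fluorophore and quencher, with 2 mM ATP; helicase unwinding raises red fluorescence, read kinetically.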
* hit, by the source's call; i = inactive; u = inconclusive; x = no result given; [ ] = dose if it differs, or a comment. Unless noted, calls come from the whole dose curve; as a rule, active = well fitted curve in the direction sought with a large enough effect; inconclusive = small, poorly fitted or top-dose-only effect, or another doubt; inactive = no such curve, though single readings can be large; an effect the other way counts as inactive or inconclusive.

Order of results: HT1080-NT tox | HT1080 IDH1KD tx | SW480 rereplic | IL-1B inflam inh | KB-V1 cytotox | ATXN2 expr inh | KB-3-1 cytotox | MCF10A rerep | WRN helicase inh
> CCOC(=O)N1CCN(C(=O)c2ccc3nc(-c4ccccc4)c(-c4ccccc4)nc3c2)CC1
→ 19% | 0% | 0% | -15 | -6% | -4% | -4% | 15% | -9%
> N=c1c2c3c(sc2ncn1CCCN1CCOCC1)CCCCC3
→ -3% | 4% | 1% | -2 | 8.2µM* | -6% | -6% | -2% | 3%
> CC(C)CC(c1nnnn1C1CCCC1)N1CCN(C(=O)c2ccco2)CC1 (stereo unspecified)
→ -3% | -2%[9.24 µM] | -1% | -15 | u | -8% | -6% | 3% | 16%
> COC(=O)CCCCC1SCC2NC(=O)NC21O (stereo unspecified)
→ 6% | 15% | 1% | -113* | 0% | 2% | -4% | -1% | 5%
> ClC1(Cl)CC1Cn1c(C2CC2)nc2ccccc21 (stereo unspecified)
→ -2% | 0% | -7% | 16 | 7% | -25% | 1% | u | 6%
> C[C@H](NC(=O)c1nc[nH]c1C(=O)NCc1ccc(CNC(=O)OC(C)(C)C)cc1)C(=O)OC(C)(C)C
→ -13% | -21% | -4% | -10 | -5% | u | -19% | u | 1%
> O=C(N/N=C/c1cccc([N+](=O)[O-])c1)c1ccc(COc2ccccc2-c2ccccc2)cc1
→ 4% | -2% | 1% | i | 16µM* | 2% | u | -5% | 2%
> CC(C)c1ccc(NC(=O)CCCC(=O)NCCc2ccccc2)cc1
→ 1% | -1% | -3% | 9 | -3% | x | -4% | 4% | -4%
> O=C1OCc2cc(NC(=O)C3CCCO3)ccc21 (stereo unspecified)
→ 2% | -14% | 3% | 19 | -5% | -4% | -7% | 8% | -1%
> COc1ccc2c3c(c(=O)oc2c1OCC(N)=O)CCCC3
→ 6% | 7% | -6% | u | -1% | -13% | 11% | 5% | -1%
> O=C(OCC(=O)N1CCCc2ccccc21)c1cccc(S(=O)(=O)N2CCc3ccccc32)c1
→ 11% | 5% | 0% | 22 | u | -1% | 19% | 23% | -11%
> O=C(COC(=O)c1ccc2[nH]c3c(c2c1)CCCC3)Nc1ccc(Cl)cc1Cl
→ 20% | 23% | 1% | 68 | -23% | -19%[11.3 µM] | 0% | u | -29%[57.1 µM]
> O=C(CCS(=O)(=O)c1ccc(Br)cc1)Nc1ccc(Cl)cc1F
→ 3% | -1% | 2% | -5 | -2% | -1% | 21% | 13% | -10%
> Cc1cccc(NC(=O)c2ccc(N3CCCCC3)c([N+](=O)[O-])c2)n1
→ -10% | -5% | -5% | -3 | 5.2µM* | 24% | u | 10µM* | -2%
> O=S(=O)(c1cccc(F)c1)N1CCN(C(=S)NCC2CCCO2)CC1 (stereo unspecified)
→ -2% | -2% | -2% | 0 | x | -4% | x | 1% | -31%
> COc1cc(NC(=O)CSc2nc3c(C)ccc(C)c3cc2C)c(C(=O)O)cc1OC
→ 5% | -3% | -50%[inhibitor] | 14 | -3% | -3% | 4% | -3% | -9%
> CN1CCCCC1=NCCCn1cnc2c1c(=O)n(C)c(=O)n2C
→ 2%[9.24 µM] | 4% | 1% | -9 | 12% | -7% | 2% | -1% | -5%
> COc1ccc(C(=O)N2CCCN(C)CC2)cc1S(=O)(=O)N(C)Cc1ccccc1
→ 6% | 1% | -18% | -17 | 5% | 12% | -2% | 20% | 4%
> Nn1c(Cc2ccccc2)nc2cc(Cl)ccc2c1=O
→ 0% | 2% | 9% | 1 | 5% | -13% | -28% | 14% | -4%
> COc1ccc(C(=O)NC(=S)Nc2ccc3[nH]c(=O)[nH]c3c2)cc1
→ 5% | 5% | -20% | -7 | 24% | 5% | 17% | -20% | -6%
> O=C(COC(=O)c1cccc(S(=O)(=O)N2CCCC2)c1)c1ccc(F)cc1
→ 14% | 7% | x | 6 | 29% | x | 1% | x | 5%
> Oc1ccccc1C1NN=C(c2ccccc2)S1 (stereo unspecified)
→ -18% | -29% | 6% | 5 | u | 75%[activator] | -16% | u | -14%
> CCOC(=O)/C(C#N)=C\c1cn(C)c2ccccc12
→ -12% | -13% | 21% | 2 | 3% | -19% | -2% | 0%[9.22 µM] | 1%
> Cc1cc(C)cc(NC(=S)N2CCN(S(C)(=O)=O)CC2)c1
→ 1% | 2% | -10% | i | -14% | 2% | -2% | -4% | -25%
> Cc1ccc(N2CC(NS(=O)(=O)c3cccnc3)CC2=O)cc1C (stereo unspecified)
→ -6% | -8% | 22% | -7 | 2% | 2% | 1% | -4% | -2%
> C=C(C(=O)c1ccccc1)C(CC(=O)c1ccccc1)c1ccccc1 (stereo unspecified)
→ u | 12µM* | 18µM* | -95* | u | 25µM* | u | 9.2µM* | -11%
> Clc1ccc(-c2csc3ncnc(N4CCc5ccccc5C4)c23)cc1
→ -3% | -10% | -9% | 20 | 16µM* | 10% | -24% | u | -3%
> Cc1ccc(NS(=O)(=O)c2ccc(CCC(=O)NCCCOC(C)C)cc2)cc1
→ 3% | 9% | -4% | 7 | 0% | -17% | -2% | -3% | -9%
> CC1(C)CC(=O)C(C=NCc2ccccn2)=C(O)C1
→ 2% | -8% | 1% | 2 | -10% | 3% | 16% | -5% | -7%
> CCC(C)c1ccccc1N1CC(C(=O)Nc2cc(S(=O)(=O)N3CCOCC3)ccc2OC)CC1=O (stereo unspecified)
→ -8% | -1% | 16µM* | 22 | 0% | -4% | -1% | 9% | 4%

The results go on.
Order of results: HT1080-NT tox | HT1080 IDH1KD tx | SW480 rereplic | IL-1B inflam inh | KB-V1 cytotox | ATXN2 expr inh | KB-3-1 cytotox | MCF10A rerep | WRN helicase inh
> O=C(CN1CCN(c2ncc(C(F)(F)F)cc2Cl)CC1)Nc1ccc2c(c1)OCO2
→ -18% | 5%[9.24 µM] | 0% | -51* | -7% | -3% | 4% | 26% | -6%[57.1 µM]
> CC(NC(=O)c1ccco1)C(=O)OCc1cccc(Cl)c1 (stereo unspecified)
→ 0% | 1% | -2% | -5 | 1% | -1% | 0% | -1% | 5%
> COc1ccc(-c2cn[nH]c2-c2ccc(OCc3ccccc3F)cc2O)cc1OC
→ 29µM* | 18µM* | u | u | 18µM* | u | u | u | -10%
> CCc1nc(SC)[nH]c(=O)c1C
→ 1% | 9% | -2% | 41 | 1% | 8% | -3% | -6% | 1%
> CCCCNC(=O)c1cnc2n(c1=O)CCS2
→ -3% | -12% | -1% | 0 | -4% | 1% | -13% | -4% | -6%
> CCN(CCCNc1ncnc2nc[nH]c12)c1cccc(C)c1
→ 0% | -14% | -10% | 40 | u | -19% | -17% | 0% | -4%
> COc1ccc(C(=O)C2CCCN(C(=O)C3=CCCC3)C2)cc1OC (stereo unspecified)
→ 1% | -6% | -4% | 10 | -2% | -28% | -4% | -5% | 2%
> C=CCn1c(SCC(=O)N(CC)C2CCS(=O)(=O)C2)nc2cc(C(=O)O)ccc2c1=O (stereo unspecified)
→ 9% | -1% | 2% | -14 | 4% | x | 3% | -4% | -3%
> c1cc[n+](CCC[n+]2ccccc2)cc1
→ -3% | 6% | 3% | 30 | u | -5% | 2% | 0% | -5%
> COc1ccc(CNC(=O)CN(C2CCCCC2)S(C)(=O)=O)cc1
→ 1% | 9% | 2% | 30 | 0% | u | 2% | -1% | -26%
> CCN1CSC(=S)N(Cc2ccccc2)C1
→ -9% | 1% | 18µM* | -100* | -4% | -6% | u | u | -16%
> CN1CCC(CNC(=O)Nc2ccccc2)(c2ccccc2)CC1
→ 1% | -1% | 7% | -20 | u | 7% | 21% | -16% | 13%
> O=C(NC1CCCCC1)C(c1ccc(C(F)(F)F)cc1)n1c(=O)c(-c2ccco2)nc2ccccc21 (stereo unspecified)
→ -22% | -16% | x | -9 | -17% | x | 1% | x | -8%
> CCCCNC(=S)Nc1cc(S(=O)(=O)N2CCCCC2)ccc1C
→ 3% | 5% | 3% | 2 | -19% | -15% | 11% | -2% | -5%
> O=C(CSc1ncnc2sccc12)Nc1ccccc1
→ -9% | -2% | -7% | -11 | -4% | 8%[11.3 µM] | -3% | -2% | 0%
> CCn1c(SCC(=O)N(C(C)C)C(C)C)nnc1-c1cc2ccccc2cc1O
→ -2% | -18% | -15% | -9 | 3.7µM* | -16% | u | 3% | -2%
> Cn1c(-c2ccc(C=O)s2)nc2ccccc21
→ -7% | -6% | -7% | 3 | 0% | 6% | -14% | 0% | -3%
> CN1CCN(C(CNS(=O)(=O)c2ccc([N+](=O)[O-])cc2)c2ccc(F)cc2)CC1 (stereo unspecified)
→ -3% | -7% | -2% | -4 | -2% | -5% | 8% | 2% | -5%
> COc1cc(NC(=O)C(C)C)ccc1NC(=O)c1cc2ccccc2o1
→ 0% | 4% | -7% | u | 16% | x | 2% | -1% | -5%
> CSc1sc(C(=O)Nc2ccc(F)cc2F)c2c1C=CCC2
→ -8% | -12% | -7% | x | -19% | 28% | -7% | -51%[inhibitor] | 4%
> COc1cc(O)c(C(CC(=O)N2CCCC(C)C2)c2ccc3c(c2)OCO3)c(OC)c1 (stereo unspecified)
→ -5% | -2% | -17% | -18 | -10% | -1% | -12% | 7% | -5%
> O=C(O)c1nc(-c2ccccc2)c(C(=O)NC2CC2)[nH]1
→ 26% | 20% | x | -14 | u | 0% | -4% | x | -5%

Full records, quoted from the list. Order of values: HT1080-NT tox, HT1080 IDH1KD tx, SW480 rereplic, IL-1B inflam inh, KB-V1 cytotox, ATXN2 expr inh, KB-3-1 cytotox, MCF10A rerep, WRN helicase inh
Shown for `CCN1CSC(=S)N(Cc2ccccc2)C1` : -9%, 1%, 18µM*, -100*, -4%, -6%, u, u, -16%
Shown for `CN1CCN(C(CNS(=O)(=O)c2ccc([N+](=O)[O-])cc2)c2ccc(F)cc2)CC1` (stereo unspecified) : -3%, -7%, -2%, -4, -2%, -5%, 8%, 2%, -5%

High-throughput results deposited in PubChem by National Center for Advancing Translational Sciences (NCATS).
